# CHRM4 agonist: human M4 muscarinic receptor agonists, primary screen, CHO-K1 cells, Fluo-8 calcium fluorescence. Muscarinic acetylcholine receptor M4 (Homo sapiens), P08173. CHO-K1 hM4/Gqi5; vehicle 0%, full acetylcholine response 100%. activation, % at 3 µM. 360,000 tested, 0.14% active. AID 624127, 2012;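 active = activation above the run mean over all test wells plus 3 SD, cut at about 32% in these data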;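 also: peak over basal fluorescence ratio per well then scaled between controls; 0% = DMSO wells and 100% = acetylcholine at EC100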
# M4 PAM: human M4 muscarinic receptor positive allosteric modulators, primary screen, CHO-K1 cells, Fluo-8 calcium fluorescence; CHO-K1 hM4/Gqi5, ACh EC20; 0% = ACh EC20, 100% = maximal ACh; activation, % at 3 µM; 360,000 tested, 0.4% active;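 active = activation above its plate's cutoff, the mean activation of sample wells plus 3 SD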; also: some results filed as inactive read as strong as hits
# M5 ag: human M5 muscarinic receptor agonists, primary screen, CHO-K1 cells, Fluo-8 calcium fluorescence | Muscarinic acetylcholine receptor M5 (Homo sapiens), P08912 | CHO-K1 hM5 cells; 0% DMSO wells, 100% maximal acetylcholine response | activation, % at 3 µM | 360,000 tested, 0.19% active;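 active = activation above the run's mean over test compounds plus 3 SD, cut at about 23% in these data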;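 also: signal is peak over basal fluorescence ratio across the kinetic read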
# CRFR2-BP antag: antagonists of CRF-BP/CRF-R2 complex, primary screen, cell-based, HEK293, calcium dye fluorescence, uHTS; 350,000 tested, 0.59% active; inhibition, % at 11.8 µM; CRF-induced calcium fluorescence;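 active = inhibition of the ligand-induced calcium signal above about 50% at the single tested concentration, limit read from the data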
# CHRM5 antagonist: human M5 muscarinic receptor antagonists, primary screen, CHO cells, Fluo-8 calcium fluorescence; 360,000 tested, 0.59% active; CHO-hM5 cells, ACh EC80; inhibition, % at 3 µM; AID 624040, 2012; Muscarinic acetylcholine receptor M5 (Homo sapiens), P08912;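 active = inhibition above a per-plate cutoff, the mean of that plate's test compounds plus 3 SD, cut at about 27% in these data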;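 also: 0% = acetylcholine EC80 with DMSO and 100% = DMSO without agonist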
# IDE inh: human IDE inhibitors in live cells, primary screen, fluorescence polarization, HEK cells, FAbetaB substrate. Insulin-degrading enzyme (Homo sapiens), P14735. FAbetaB cleavage. inhibition, % at 5.59 µM. 320,000 tested, 0.41% active;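 active = percent inhibition above the average of all tested compounds plus 3 SD, set per screening campaign, cut at about 16% in these data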;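 also: IDE supplied by intact live HEK cells; FP after avidin binding of uncleaved biotin substrate so inhibition keeps polarization high; 0% = DMSO wells and 100% = 60 µM reference IDE inhibitor Ii1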
# Target sequence (P14735 whole entry, looked up): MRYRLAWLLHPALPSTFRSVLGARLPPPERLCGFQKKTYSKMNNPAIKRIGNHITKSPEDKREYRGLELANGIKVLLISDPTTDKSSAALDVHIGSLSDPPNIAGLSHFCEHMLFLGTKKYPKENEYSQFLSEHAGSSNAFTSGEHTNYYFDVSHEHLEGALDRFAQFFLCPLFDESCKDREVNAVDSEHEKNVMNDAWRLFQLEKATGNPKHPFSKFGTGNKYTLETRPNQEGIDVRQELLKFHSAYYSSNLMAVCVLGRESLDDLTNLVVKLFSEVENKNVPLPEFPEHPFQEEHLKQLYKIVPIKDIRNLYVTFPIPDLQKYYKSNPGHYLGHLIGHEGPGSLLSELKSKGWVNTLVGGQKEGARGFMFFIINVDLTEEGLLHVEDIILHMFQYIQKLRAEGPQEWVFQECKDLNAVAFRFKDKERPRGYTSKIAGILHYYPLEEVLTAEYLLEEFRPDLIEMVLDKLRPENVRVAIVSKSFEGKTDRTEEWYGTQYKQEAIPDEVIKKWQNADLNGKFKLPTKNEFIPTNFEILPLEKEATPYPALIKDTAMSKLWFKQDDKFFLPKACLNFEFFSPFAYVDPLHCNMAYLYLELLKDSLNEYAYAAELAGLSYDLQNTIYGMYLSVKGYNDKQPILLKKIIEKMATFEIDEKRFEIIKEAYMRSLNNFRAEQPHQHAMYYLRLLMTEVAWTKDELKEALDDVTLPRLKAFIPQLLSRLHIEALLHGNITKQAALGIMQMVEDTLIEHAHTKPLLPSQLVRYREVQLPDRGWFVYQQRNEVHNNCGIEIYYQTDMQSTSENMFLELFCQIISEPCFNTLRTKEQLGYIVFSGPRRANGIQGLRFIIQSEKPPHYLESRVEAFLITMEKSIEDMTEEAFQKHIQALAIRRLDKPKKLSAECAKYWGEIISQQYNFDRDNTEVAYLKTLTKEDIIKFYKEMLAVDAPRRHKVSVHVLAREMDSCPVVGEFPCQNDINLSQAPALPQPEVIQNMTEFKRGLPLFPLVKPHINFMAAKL
# CRFBP-R2 agonist: agonists of CRF-BP/CRF-R2 complex, primary screen, cell-based, HEK293, calcium dye fluorescence, uHTS; activation, % at 13.2 µM; 350,000 tested, 0.46% active; CRF-binding protein / CRF receptor 2 complex (human); AID 588473, 2011; calcium dye fluorescence (FLIPR); percent of saturating CRF peptide response;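 active = activation of at least 50%, plus an integration ratio under a set limit after plate pattern correction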;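 also: plate controls were neutral control wells without compound for no effect and CRF at EC100 for full effect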
# M4 antag: human M4 muscarinic receptor antagonists, primary screen, CHO cells, Fluo-8 calcium fluorescence | Muscarinic acetylcholine receptor M4 (Homo sapiens), P08173 | CHO-hM4 cells, ACh EC80 | inhibition, % at 3 µM | 360,000 tested, 0.73% active;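 active = inhibition above its plate's cutoff, the mean inhibition of sample wells plus 3 SD, cut at about 27% in these data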;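 also: 0% = acetylcholine EC80 with DMSO and 100% = DMSO without agonist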
# CHRM5 PAM: human M5 muscarinic receptor positive allosteric modulators, primary screen, CHO-K1 cells, Fluo-8 calcium fluorescence. Muscarinic acetylcholine receptor M5 (Homo sapiens), P08912. CHO-K1 hM5, ACh EC20 PAM; 0% = ACh EC20, 100% = ACh EC100. activation, % at 3 µM. 360,000 tested, 0.3% active;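 active = activation above the run cutoff, the mean activation of all test compounds plus 3 SD, cut at about 18% in these data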
#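 Replicates: One well per compound, no replicates | System: Human M5 receptor in CHO-K1 cells | Benchmarks: Low control EC20 acetylcholine (0%), high control EC100 acetylcholine (100%) | Probe or stimulus: Acetylcholine, EC20 level | Times: Fluo-8 loading 80 min at 37 °C plus 30 min room temperature | Signal: Intracellular calcium via Fluo-8 fluorescence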
# * = called active by the depositor; . = no result given.
SMILES,CHRM4 agonist,M4 PAM,M5 ag,CRFR2-BP antag,CHRM5 antagonist,IDE inh,CRFBP-R2 agonist,M4 antag,CHRM5 PAM
N#Cc1ccsc1NC(=O)CN1CCN(c2ccc(O)cc2)CC1,1,3,-2,5,-8,2,1.9,-4,5
CC(=O)NS(=O)(=O)c1ccc(NC(=O)c2ccccn2)cc1,9,-5,-1,-1,5,-2,-0.1,-6,-2
OCC1OC(n2nnc3ccccc32)C(O)C(O)C1O (stereo unspecified),0,-1,-7,-36,3,0,-1.4,-3,-5
CCOC(=O)C1CCN(C(=O)CN(c2ccc3c(c2)OCO3)S(C)(=O)=O)CC1,1,8,1,7,6,-3,-5.3,-5,0
Cc1ccc(C(=O)N2CCCCCC2)cc1S(=O)(=O)Nc1ccccc1,5,1,-2,-12,-1,.,-1.2,-2,0
COc1ccc(-c2nc(O)c3cnccn23)cc1,0,-1,1,35,-2,-1,-0.4,0,0
O=C(N/N=C\c1cccnc1)c1ccccc1O,0,-4,2,-5,2,-2,0.4,-9,-11
COc1ccccc1CNC(=O)c1cc2c(s1)CS(=O)(=O)C2,1,1,2,21,-6,8,0.2,-9,-1
CC(=O)Nc1ccc(SCC(=O)NC(=O)c2ccccc2Br)cc1,2,16,1,9,8,-1,-3.0,-7,7
CCc1nc(SCC(=O)c2ccc(Cl)s2)c2oc3ccccc3c2n1,-1,5,-2,6,-2,-6,12,3,2
Cc1ccc(NC=C(S(=O)(=O)c2ccccc2)S(=O)(=O)c2ccccc2)c(C)c1,0,9,-3,-6,-3,-2,7.8,-5,3
CC(C)(C)c1ccc(OCCNC(=O)c2ncn[nH]2)cc1,4,10,-2,2,-4,6,-1.1,-3,3
Cc1ccc(/C=C/C(=O)N2CCC(Cc3ccccc3)CC2)cc1,1,3,-1,5,4,1,0.7,-4,-3
O=C(c1ccc(Cl)cc1Cl)C1(n2cncn2)Oc2ccccc2C1O (stereo unspecified),1,-7,-5,-13,1,6,-0.6,11,2
NS(=O)(=O)c1ccc(N=C2C(=O)Nc3ccccc32)cc1,0,7,3,7,3,1,2.4,-7,-2
COc1ccc2c(c1)C(C)CC(C)(C)N2C(=O)NC1CCCCC1 (stereo unspecified),9,-8,-1,6,6,3,0.1,-5,-10
CCN1CCN(c2ncnc3c2sc(=S)n3-c2ccccc2)CC1,4,5,2,-6,11,8,1.5,-12,-9
Cc1ccc(S(=O)(=O)C[C@@H]2OC[C@H](CO)N2S(=O)(=O)c2ccc(C)cc2)cc1,3,15,6,.,-4,.,.,2,6
COc1ccc(NC(=O)N2CCC(CO)(CC3CCCCO3)CC2)c(OC)c1 (stereo unspecified),0,4,-2,-2,-3,0,-0.4,12,8
COc1cc(S(=O)(=O)Nc2ccccn2)ccc1F,1,-1,1,-3,-5,1,0.1,0,7
Cc1ccc(CNC(=O)c2ccc(CS(=O)Cc3ccccc3Cl)o2)cc1 (stereo unspecified),12,-7,-1,-4,12,4,-0.1,-6,-10
O=C(C1=C(O)C(=O)N(CC2CCCO2)C1c1ccccc1Cl)c1ccco1 (stereo unspecified),1,0,-1,-9,4,-3,-0.1,-24,0
O=C(C[C@@H]1C/C=C\C[C@@H](Cc2ccc(F)cc2)C(=O)OC[C@H]2CCCN2C1=O)N[C@H](CO)Cc1ccccc1,8,4,1,-23,7,-2,13,-12,-3
COc1cc(Sc2ccc(C)cc2)c(OC)cc1N,1,11,3,38,-16,-4,-1.6,-18,6
COc1ccc(OC)c(N2C(N)=NC(N)=NC23CCCC3)c1,1,4,-9,-6,0,-4,-1.8,-2,1
Cn1c(-c2cccc(F)c2)nc2c1c(=O)[nH]c(=O)n2Cc1ccccc1,1,6,-2,-8,27,-5,-1.0,3,-7
O=c1[nH]c2sc3c(c2c2nncn12)CCCC3,-3,14,1,16,-11,-2,0.5,5,-1
CCN(CC)S(=O)(=O)c1ccc(NN=c2c(=O)c3ccccc3c2=O)cc1,1,7,3,-7,-4,-3,1.5,17,7
COc1ccc(C(=O)Nc2c(C)cc(C)cc2C)cc1OC,1,2,15,2,-18,1,1.0,-12,2
CSc1ccc(S(=O)(=O)Nc2c(C)n(C)n(-c3ccccc3)c2=O)cc1,2,-4,-3,-12,-6,-2,0.3,6,-1
CCCSC1=C(C#N)C(c2ccc(OC)cc2)C2=C(CC(C)(C)CC2=O)N1 (stereo unspecified),3,1,-12,-34,7,2,2.5,2,-6
CN(CC(=O)Nc1cccc(F)c1)CC(=O)N(C)c1c(N)n(Cc2ccccc2)c(=O)[nH]c1=O,1,9,3,3,3,1,0.1,-5,8
O=C(OCCOc1ccc(Br)cc1)c1ccc(Cl)c(S(=O)(=O)N2CCOCC2)c1,1,2,-4,1,5,-5,6.4,4,7
O=C(Nc1ccccc1F)c1cc2c(s1)-c1ccccc1S(=O)(=O)C2,9,-16,3,4,2,6,-0.1,-2,0
Cc1cccc(OCC(=O)N/N=C/c2ccc(N(C)C)cc2)c1,1,11,-2,1,-11,1,0.5,-6,-2
CC(=O)NCCNc1nc(NCc2cccs2)nc2ccsc12,5,-7,2,.,0,.,.,1,-4
CC(=O)c1ccc(NC(=O)C2CCN(S(=O)(=O)c3cccnc3)CC2)cc1,1,-1,-4,0,7,-3,0.5,10,2
COc1ccc(N(CC(=O)NCc2ccco2)S(C)(=O)=O)c(OC)c1,0,-5,-2,0,7,0,0.3,7,-4
O=C(COC(=O)c1cc([N+](=O)[O-])ccc1N1CCOCC1)Nc1c(Cl)cccc1Cl,4,-2,0,-7,1,2,0.0,1,4
O=C(Nc1ccc2c(c1)OCCO2)c1cc(-n2cnnc2)ccc1Cl,1,2,0,38,-5,-1,0.4,-2,2
O=C(Nc1cccc(-n2cnnn2)c1)c1cccc(Cl)c1,9,2,-2,-13,6,18*,-1.2,-2,-8
COc1cccc(OC)c1C(=O)Nc1nnc(C(C)C)s1,0,2,2,-4,-3,-3,0.4,9,-2
CC(=O)N1CCSc2ccc(S(=O)(=O)N3CCC(C)CC3)cc21,4,-3,2,1,-20,2,0.4,-2,-1
COc1ccc(NS(=O)(=O)c2ccc(/C=C/C(=O)O)cc2)cc1S(=O)(=O)N1CCOCC1,0,0,-3,7,-3,-1,-0.9,-2,12
CN(C)Cc1c(O)ccc2c(-c3ccccc3)cc(=O)oc12,2,4,-4,2,-8,2,-3.4,9,-8
Cc1ccc(CC(=O)N2CCN(C(=O)c3ccco3)CC2)cc1,1,-1,-4,12,8,6,1.3,2,-5
COc1ccc(O[C@@H]2O[C@H](COC(C)=O)[C@@H](OC(C)=O)[C@H](OC(C)=O)[C@H]2NC(C)=O)cc1,0,2,1,-3,-12,4,0.4,2,7
COc1cccc(CN2CCN(C(=O)c3cccs3)CC2)c1OC,2,0,-1,1,4,2,-0.2,0,-4
O=C(c1ccc(N2CCNCC2)cc1)c1cccnc1,1,-2,0,62*,2,6,-2.8,4,5
Cc1ccc(NC(=O)C2CCN(S(C)(=O)=O)CC2)cc1Cl,3,-4,2,-14,0,0,2.1,-2,-4
CC(C)c1ccc(C(=O)NNC(=O)c2n[nH]c(=O)c3ccccc23)cc1,2,2,-1,11,9,-1,-1.4,-11,-1
CCOc1ccc(NC(=O)Nc2ccc(Br)cn2)cc1,3,4,-1,-50,-9,4,27,-4,3
C=CCSc1nc(NC)c2sccc2n1,1,5,0,-9,-3,0,-0.4,-5,2
Cc1csc(NC(=O)Cn2cnnn2)n1,1,6,-1,9,-12,6,0.5,-2,0
NS(=O)(=O)c1ccc(NC(=S)Nc2ccc(Br)c(Cl)c2)cc1,7,3,5,-7,3,0,-0.2,-3,-3
CCCCNC(=O)/C(C#N)=c1\s/c(=C\c2ccccc2OC(F)F)c(=O)n1CCCOC,0,3,0,-30,1,0,1.4,-1,-4
Cc1nn(-c2ccc(F)cc2)c(Cl)c1/C=N/NC(=O)c1ccc(O)cc1,1,-5,4,-8,-10,2,0.2,0,2
O=C(O)c1cccc(NC(=O)c2ccc3c(c2)C(=O)N(C2CCCCC2)C3=O)c1,0,-6,-3,23,20,-2,-1.5,4,-12
COc1ccc(CCc2nnc(N)s2)cc1OC,1,-1,1,0,3,1,0.5,-11,9
C=CCN=C(CC)C1=C(O)CCCC1=O,1,1,0,33,1,-7,1.0,1,-7

# Limited to M5 ag and CRFBP-R2 agonist, for some of the entries so far:
mol	M5 ag	CRFBP-R2 agonist
CCCCNC(=O)/C(C#N)=c1\s/c(=C\c2ccccc2OC(F)F)c(=O)n1CCCOC	0	1.4
Cc1nn(-c2ccc(F)cc2)c(Cl)c1/C=N/NC(=O)c1ccc(O)cc1	4	0.2

# (listing goes on)
SMILES,CHRM4 agonist,M4 PAM,M5 ag,CRFR2-BP antag,CHRM5 antagonist,IDE inh,CRFBP-R2 agonist,M4 antag,CHRM5 PAM
O=C(Nc1cccc2ccccc12)c1cc2c(cc1Br)OCO2,1,-4,-7,24,-7,4,-0.8,6,2
CSc1nc(S(C)(=O)=O)nc2[nH]c(=O)[nH]c12,2,12,-1,-11,-3,.,1.2,-23,9
C=CCNC(=S)NNC(=O)c1cc(C)nc2ccccc12,1,6,2,19,2,0,-3.1,-1,-1
O=C(O)c1ccc(Oc2cccc([N+](=O)[O-])c2)cc1C(=O)O,0,1,-11,11,0,-5,-1.2,0,2
Cc1ccc(S(=O)(=O)CCSc2n[nH]c(=O)n2-c2ccccc2)cc1,1,-7,3,-1,10,-1,-0.7,5,-3
Cc1cc(C)c(C)c(S(=O)(=O)Nc2ccc(C(=O)N3CCCC3)cc2)c1C,1,0,1,-20,-5,3,0.0,8,1
COC(=O)C1=C(CSc2nc3c(cc2C#N)CN(C)CC3)OC(N)=C(C#N)C1c1ccccc1F (stereo unspecified),1,-1,1,-22,11,11,16,6,-6
CSc1cc(-c2ccncc2)nc(-c2ccc(Cl)cc2)c1,1,-2,-5,-4,3,0,0.2,-3,-1
O=C(NCc1ccccn1)C(=O)N/N=C/c1ccc2c(c1)OCO2,-1,11,-1,-1,-4,-5,-0.6,-2,11
COc1ccc2[nH]c3c(=O)n(/N=C/[C@H]4C(C)C=C(C)CC4C)c(=O)[nH]c3c2c1 (stereo partly specified),0,0,-1,8,-3,4,-0.3,2,2
Cc1occc1C(=O)NCCCCNC(=O)c1ccoc1C,1,-6,-3,-9,-10,5,-1.1,5,0
Cc1nc2ccccn2c1C(=O)c1ccccc1,0,-2,-2,-1,2,-2,1.2,0,-3
CCc1cc2ccc(C)c(C)c2nc1SCC(=O)Nc1cc(C)on1,1,-5,-2,-19,6,6,3.7,12,-1
O=C1CN(S(=O)(=O)c2ccccc2C(F)(F)F)CCN1,0,10,3,45,12,-1,-3.2,-7,-1

# Bioassay records deposited in PubChem BioAssay by several laboratories.
